CAL PDZ FP-1 – blocks peptide binding to human CAL PDZ domain; actives 0.02% (n = 330,000); AID 504414; Q9HD26; inhibition, % at 20 µM; purified CAL PDZ, TMR-peptide fluorescence polarization, 1 h;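 active = highest replicate inhibition of at least 40%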;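 note: plate controls were DMSO neutral control wells for no effect and unlabeled competitor peptide control wells for full effect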
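Control set: unlabelled peptide and DMSO controls / Material: purified CerCALP PDZ construct / Timing: 1 h incubation at room temperature before polarization reading / Doses: 20 µM, one dose / Detection: fluorescence polarization (mP)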
V-ATPase pH – regulators of yeast V-ATPase proton transport. S. cerevisiae, pHLuorin cytosolic pH fluorescence. response, % at 10 µM. actives 0.37% (n = 350,000). AID 504577; in the data active = response mostly above about 7.3%, no sharp cut-off; inactive = mostly below about 5.4%; note: actives read high; inactives centre near 0; some compounds called inactive have numbers as strong as hits
LANA DNA inh – blocks KSHV LANA C-terminal domain binding to DNA; MBP-C-LANA/FAM-LBS DNA binding, fluorescence polarization; inhibition, % at 9 µM; actives 0.078% (n = 340,000); AID 504423;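 active = highest replicate inhibition at or above 60% at 9 µM, even if other replicates fall short; inactive = all replicates below 60% inhibition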;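 note: 0% = neutral control wells and 100% = 4 µM acridine orange control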
CAL PDZ FP-2 – inhibitors of human CAL PDZ peptide binding. actives 0.92% (n = 300,000). AID 602252. inhibition, % at 24.9 µM. Q9HD26. purified CAL PDZ, TMR-peptide fluorescence polarization, 1 h;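 active = mean inhibition of at least 30% with at least half of replicates also reaching 30%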;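 note: 0% = DMSO neutral control and 100% = excess unlabeled competitor peptide PRC23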
NSD2 HMT inh – inhibitors of human histone methyltransferase NSD2 | O96028 | NSD2 peptide methylation, AlphaScreen, 120 min | inhibition, % at 12.5 µM | actives 0.54% (n = 310,000) | AID 743445; in the data active = inhibition above about 50%
Pemphigus Ab inh – human desmoglein-3 autoantibody binding inhibition | P32926 | DSG3-coupled beads, scFv-anti-DSG3-GFP binding, flow cytometry; hits give low values | binding (percent of control), % at 10 µM | actives 0.48% (n = 310,000);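 active = binding more than 3 SD below its plate's average and above zero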;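 note: hits lower antibody fragment binding to DSG3; some compounds called inactive have numbers as strong as hits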
Target sequence (P32926 whole entry, looked up, the tested form may be a part): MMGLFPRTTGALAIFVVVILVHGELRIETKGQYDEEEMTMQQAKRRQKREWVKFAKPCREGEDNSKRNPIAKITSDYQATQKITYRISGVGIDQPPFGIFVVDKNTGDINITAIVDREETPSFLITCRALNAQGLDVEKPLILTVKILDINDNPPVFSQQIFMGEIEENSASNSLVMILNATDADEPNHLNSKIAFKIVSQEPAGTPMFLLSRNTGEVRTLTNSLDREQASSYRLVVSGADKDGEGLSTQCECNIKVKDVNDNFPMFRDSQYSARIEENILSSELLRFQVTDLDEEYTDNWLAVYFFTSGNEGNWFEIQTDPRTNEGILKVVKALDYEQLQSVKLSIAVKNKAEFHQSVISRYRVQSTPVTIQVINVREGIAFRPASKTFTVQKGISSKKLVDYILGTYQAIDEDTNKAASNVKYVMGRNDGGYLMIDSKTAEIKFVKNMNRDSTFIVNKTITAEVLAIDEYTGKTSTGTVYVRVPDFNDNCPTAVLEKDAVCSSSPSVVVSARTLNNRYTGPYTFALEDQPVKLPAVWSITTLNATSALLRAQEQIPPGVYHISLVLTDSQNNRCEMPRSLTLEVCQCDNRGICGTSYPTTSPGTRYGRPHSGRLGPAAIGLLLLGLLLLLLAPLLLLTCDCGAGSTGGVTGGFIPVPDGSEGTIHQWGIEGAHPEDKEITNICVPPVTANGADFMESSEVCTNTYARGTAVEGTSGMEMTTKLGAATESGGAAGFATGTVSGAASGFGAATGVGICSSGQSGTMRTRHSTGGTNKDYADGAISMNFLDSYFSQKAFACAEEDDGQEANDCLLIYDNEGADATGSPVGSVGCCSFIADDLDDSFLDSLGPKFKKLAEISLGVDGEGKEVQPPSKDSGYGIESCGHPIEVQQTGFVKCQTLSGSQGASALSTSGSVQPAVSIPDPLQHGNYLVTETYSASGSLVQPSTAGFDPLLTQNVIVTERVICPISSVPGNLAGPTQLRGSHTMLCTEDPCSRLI
Arr AP2 block – inhibitors of human beta-arrestin and AP2 interaction. FITC-arrestin peptide / GST-AP2 beads, flow cytometry; AP2 beta2 appendage carries R879A mutation. inhibition, % at 10 µM. actives 0.31% (n = 340,000);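 active = inhibition above a set limit, near 3 SD of compounds lacking own fluorescence, cut at about 54% in these data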;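 note: plate controls were DMSO wells for no effect and 5 µM unlabelled arrestin peptide for full effect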
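test system = AP2 appendage R879A on GSH beads | buffer or medium = PBS plus Tween 20 (0.05%) and BSA (0.1%) | incubation = 12 min plus 1 h, RT | detection = bead flow cytometry, FITC channel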
RTF Ca sens inh – cardiac RTF calcium desensitization. AID 493244. actives 0.12% (n = 340,000). IANBD-labeled cardiac RTF, Ca2+ fluorescence. P19429+P45379. inhibition, % at 7.15 µM;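 active = inhibition above the mean inhibition of all tested compounds plus 3 SD, cut at about 17% in these data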;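 note: assay run at fixed EC70 calcium of 1.6 mM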
DAGLB inhibitor – diacylglycerol lipase beta (human) inhibition | Q8NCG7 | HEK293T DAGLB membrane lysate, EnzChek fluorogenic substrate | inhibition, % at 5.17 µM | actives 0.059% (n = 340,000); in the data active = inhibition above about 34%;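 note: 0% = enzyme with vehicle and 100% = wells lacking enzyme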
Keap1 Nrf2 FP – disrupts human Keap1 binding to Nrf2 peptide. inhibition, % at 9.4 µM. AID 504523. actives 0.15% (n = 340,000). Keap1 Kelch-Nrf2 peptide fluorescence polarization, 1536-well; in the data active = inhibition above about 12%;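 note: human Keap1 Kelch domain with fluorescein labeled Nrf2 9mer peptide probe; 0% = neutral control wells and 100% = peptide positive control; higher means more block of Keap1 binding to Nrf2 peptide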
The depositor's hits bear a star; / = not tested or not shown. Not all compounds are listed (hit frequency here may not be typical).

SMILES	CAL PDZ FP-1	V-ATPase pH	LANA DNA inh	CAL PDZ FP-2	NSD2 HMT inh	Pemphigus Ab inh	Arr AP2 block	RTF Ca sens inh	DAGLB inhibitor	Keap1 Nrf2 FP
CC(C)(C)n1ncc2c(=O)n(CC(=O)NC3CCCCC3)cnc21	0.4	-5	-0.4	-3	0	102	1	-12	-5	3
CCOC(=O)C(C)Oc1ccc(NC(=O)C(Cl)Cl)cc1 (centres undefined)	-0.4	2	-1.6	-5	4	109	1	-9	-2	-5
CCOC(=O)C(=CNc1ccc(NC2=NCC(C)(C)S2)cc1)C(=O)OCC	0.3	0	-1.8	-2	-3	115	41	-3	3	3
Cn1cccc1/C=C1\Cc2ccccc2C1=O	-0.2	3	-0.5	6	/	88	-3	-10	-1	2
COc1ccc(-n2cc(-c3ccc(Cl)cc3)[nH]c2=S)cc1	-0.2	5	-8.5	0	-2	95	-1	1	2	-3
CC(C)(C)OC(=O)N1CCC(CNC(=O)c2ccc(F)cc2)CC1	-0.2	2	-0.3	/	37	116	-5	-2	0	-1
CC(=O)OC1CC(c2cc(C(C)(C)C)c(O)c(C(C)(C)C)c2)=NO1 (centres undefined)	-1.1	-2	-11	-2	/	96	-12	6	-2	-3
O=C(NCc1ccc(F)cc1)C(=O)NCC1CCCN1S(=O)(=O)c1ccccc1 (centres undefined)	-1.3	-6	0.0	-1	-1	111	-2	-4	1	-2
Cc1ccc(-n2nc(C)cc2N)c(C)c1	-0.7	-2	1.9	-4	11	102	5	-10	4	-2
CC1Cc2cc(S(=O)(=O)N3CCC(C(=O)N4CCCCC4)CC3)ccc2N1C(=O)C1CC1 (centres undefined)	-1.6	2	-0.8	-5	6	103	-3	-5	0	-5
COc1ccc(C)cc1NC(=O)CC1COc2ccccc2O1 (centres undefined)	-1.4	5	-1.0	-1	-2	106	31	-14	-2	-1
O=C(/C=C/c1cn(-c2ccccc2)nc1-c1cccnc1)c1ccco1	-1.4	-1	-0.9	1	28	112	8	-10	0	-2
Cc1ccc(S(=O)(=O)n2ccnc2)cc1C	-0.3	2	-0.4	/	/	99	15	3	-3	-2
CSc1ccccc1C(=O)Nc1cccc([N+](=O)[O-])c1C	-2.8	2	-0.5	5	4	100	14	-6	-4	1
COc1ccc(N2CCN(C(=O)[C@@H](NC(=O)c3ccccc3Cl)C(C)C)CC2)cc1	-0.2	2	-1.0	-1	0	110	0	-20	-2	-3
Cc1cc(C)c(C#N)c(SCC(=O)N(CC(C)C)C2CCS(=O)(=O)C2)n1 (centres undefined)	0.0	-2	-2.5	2	-1	107	-10	-14	-1	-1
CCC(=O)NC1(C(F)(F)F)C(=O)Nc2c1c(=O)[nH]c(=O)n2Cc1ccco1 (centres undefined)	0.4	7	-0.8	-3	-2	105	6	-13	-5	0
Cc1nc(C)c(CCNC(=O)c2cccc(Cl)c2)s1	-1.2	2	1.6	-2	0	116	-8	-3	-3	1
Cc1ccccc1NC(=O)CSc1nnc(-c2ccccc2)n1-c1ccccc1	-0.9	0	-0.5	-1	-1	100	10	-15	0	-1
COc1cccc(CC(=O)Nc2sc3c(c2C(N)=O)CCCC3)c1	-1.2	5	0.5	6	0	/	3	2	-1	-3
NC(=NC1CCCCC1)c1ccc(Cl)cc1	-1.6	0	0.2	0	-2	102	-19	-2	-3	-8
CCCS(=O)(=O)c1c(S(=O)(=O)CCC)c2cc(-c3ccncc3)ccn2c1C(=O)OC	-0.3	-1	1.7	-3	-10	107	-6	-10	-4	-6
O=C(Cc1ccccc1[N+](=O)[O-])NCC(O)c1ccc2c(c1)OCO2 (centres undefined)	-1.2	-2	-3.1	-4	0	101	29	1	0	-1
Cc1cc(N2C(=O)C(O)=C(C(=O)c3cc4ccccc4o3)C2c2ccc(OC(C)C)cc2)no1 (centres undefined)	-3.8	0	-0.3	-3	-3	/	0	-1	10	4
Cc1ccc(NS(=O)(=O)c2cccc(C(=O)NC3CCN(Cc4ccccc4)CC3)c2)c(C)c1	-2.8	4	3.0	5	1	114	-12	-2	-2	-5
Later entries:
SMILES	CAL PDZ FP-1	V-ATPase pH	LANA DNA inh	CAL PDZ FP-2	NSD2 HMT inh	Pemphigus Ab inh	Arr AP2 block	RTF Ca sens inh	DAGLB inhibitor	Keap1 Nrf2 FP
CC1CCN(C(=O)c2ccccc2NC(=O)c2cccc(S(=O)(=O)N3CCOCC3)c2)CC1	-1.2	1	-0.4	3	-6	111	-4	-1	0	-2
COc1ccccc1NS(=O)(=O)c1ccc(C(=O)N2CCN(c3ccccc3)CC2)cc1	-0.3	0	-0.4	3	-3	100	35	-6	1	2
CC(C)n1c(O)c(N=NC(=O)CNC(=O)Cc2ccc(Cl)cc2)c2ccccc21	-3.5	2	-0.2	-4	8	98	-13	-1	1	-2
Cc1cccc2cc(CN(Cc3ccco3)C(=O)c3ccco3)c(=O)[nH]c12	-2.9	-5	-1.7	-5	-1	109	14	-15	3	-2
Cc1ccc(SCc2[nH]nc3c2C(c2ccco2)C(C#N)=C(N)O3)cc1 (centres undefined)	-2.6	0	-0.8	-3	-2	79	6	-19	-1	-2
Cc1ccc(NC(=O)c2scc3c2CCCC3)cc1	-0.2	0	-2.0	0	8	99	4	9	-1	-1
COc1ccccc1NC(=O)CN1CCN(CC(=O)Nc2ccc(C)c(F)c2)CC1	-2.6	2	0.5	-13	2	99	21	-9	-1	-3
Cc1nc2ccccn2c1C(=O)N/N=C/c1cc(C)n(-c2ccc(Br)cc2)c1C	0.2	-2	1.9	4	-2	100	4	-6	2	-4
O=C(O)/C=C\C(=O)Nc1cccc(NC(=O)c2ccccc2)c1	-1.4	1	6.4	2	-12	102	16	4	-1	0
Cc1c(C(=O)N2CCOCC2)c(S(=O)(=O)Nc2cccc(Br)c2)c(C)n1C	-2.9	1	0.0	-5	3	112	-11	-5	2	-5
Cc1ccc(Sc2nc3c(c(=O)[nH]c(=O)n3C)n2CCc2ccccc2)cc1	-1.1	-5	-0.5	-2	/	97	21	-5	-1	-2
Cc1cc(NC(=O)NN2CCOCC2)nn1-c1c(Cl)cc(Cl)cc1Cl	-0.3	14	0.0	-7	-3	105	9	-2	-1	0
COC(=O)N1[C@H](C)C=C[C@]1(Cc1ccccc1)C(=O)OC	-1.2	4	2.3	-3	/	106	1	-11	4	0
CC1(C)C(=O)Nc2ccccc2N1C(=O)CN1C(=O)NC(CCc2ccccc2)C1=O (centres undefined)	-2.9	6	-0.1	-1	1	99	22	-16	1	4
Cc1ccc(CN(Cc2cc3cc(C)ccc3[nH]c2=O)C(=O)N2CCOCC2)cc1	-0.7	-2	0.2	-3	/	/	36	-10	4	3
CC(C)CCOc1ccccc1C(N)=O	-3.6	-2	-1.1	-1	-3	96	7	3	0	0
COc1cccc(CN2CCN(Cc3ccc4c(c3)OCCO4)CC2CCO)c1 (centres undefined)	-0.2	1	-1.0	-4	-5	103	-11	-12	1	1
COCCNC(=O)c1cc(C(=O)CC(C)C)c[nH]1	0.6	0	0.8	/	-2	107	36	2	-1	1
Nc1ccc2nc(N)sc2c1	0.3	7	-0.4	-7	2	94	6	-9	1	-1
O=C(O)C1CCCCC1C(=O)Nc1cccc(Cl)c1Cl (centres undefined)	0.0	6	-0.8	-1	-1	/	1	4	-4	1
CCCCn1cnc2c1c(=O)n(C)c(=O)n2C	0.0	-2	1.2	-4	0	100	4	2	0	-1
O=c1sc2ccccc2c(=O)n1Cc1ccccc1F	-0.6	2	-0.4	3	-4	100	3	-2	-2	-3
Cc1ccc(S(=O)(=O)N2CCCC(c3nc(-c4ccc(C)o4)no3)C2)cc1 (centres undefined)	-2.2	-2	1.7	-5	/	101	-7	1	-8	-1
CCCOc1ccc(NC(=O)CCC(=O)NC(C)c2ccccc2)cc1 (centres undefined)	1.4	1	-1.8	-3	-2	110	-16	2	2	-2
COc1ccc(C(=O)NNC(=S)NC2CCCCC2)cc1OC	-0.3	-2	1.3	1	-2	103	0	-4	-2	-8
New compounds follow.
SMILES	CAL PDZ FP-1	V-ATPase pH	LANA DNA inh	CAL PDZ FP-2	NSD2 HMT inh	Pemphigus Ab inh	Arr AP2 block	RTF Ca sens inh	DAGLB inhibitor	Keap1 Nrf2 FP
CCOC(=O)C1CCN(c2nnc(N3CCCC3=O)s2)CC1	-0.4	0	-1.2	-2	8	99	12	1	-1	-3
CC(C)(C)C(=O)N1CCN(c2nc3ccccc3s2)CC1	-0.8	1	6.3	6	-2	105	24	-8	-1	-1
CC1CN(C(=O)/C=C/c2ccccc2Cl)CC(C)O1 (centres undefined)	-0.2	-2	1.7	-2	-4	104	-7	5	2	-5
COC(C(=O)Nc1ccc(F)cc1)c1ccccc1 (centres undefined)	-2.0	-1	-0.6	-4	2	104	4	-1	-1	3
Cc1cccc(Cn2c(C)nc3ccc([N+](=O)[O-])cc3c2=O)c1	/	-1	0.7	-4	4	87	39	-5	-1	0
CCOC(=O)c1c(-n2cccc2)sc2c1CCCC2=O	0.0	0	0.8	-3	3	92	3	4	-6	-1
Cc1coc2cc3oc(=O)c(CCC(=O)NCCCn4ccnc4)c(C)c3cc12	0.1	-1	0.5	-3	/	105	6	-5	0	-2
O=C(CSc1nc2ccccc2[nH]1)Nc1ccc(N2CCOCC2)cc1	0.8	-2	0.0	-2	2	100	0	-1	0	-7
COC(=O)NNC(=O)CCCOc1ccc(Cl)cc1Cl	-0.8	0	0.8	-3	-1	85	2	-7	-1	-1
Cc1ccc(N2CC(C(=O)Nc3ccc(S(=O)(=O)N4CCCC4)cc3)CC2=O)cc1 (centres undefined)	-1.1	0	-0.8	-2	-1	/	-3	-5	2	-5
Cc1cccc(N2CC(C(=O)Nc3ccc4c(c3)OCCO4)CC2=O)c1C (centres undefined)	-1.3	-2	-2.5	/	2	115	23	-11	-1	1
Cc1ccc(Br)cc1S(=O)(=O)N1CCN(c2ccccc2)CC1	-0.9	-1	0.5	-3	-3	96	-9	5	-7	-4
CCOc1cccc(C(=O)Nc2ccccc2C(=O)N2CCOCC2)c1	-2.3	-1	-1.5	-3	-2	104	12	-8	-1	-1
CN(C)C(=S)SCC(=O)NCc1ccc(F)cc1	0.1	0	2.2	-3	0	102	44	-3	-4	0
